rCAG binder: binders of r(CAG) RNA repeats, primary screen, biochemical, fluorescence; r(CAG) RNA repeat, TO-PRO-1 dye displacement fluorescence; inhibition, % at 3 µM; 370,000 compounds, 1.3% hits; AID 651821, 2012;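 active means inhibition above the plate cutoff, the mean of all test compounds on that plate plus 3 SD, cut at about 35% in these data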;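 further: 0% = DMSO alone and 100% = 100 µM mitoxantrone as full dye displacement; higher means more dye released from RNA so lower well fluorescence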
HTRA1 inh: HTRA1 serine protease inhibitors, primary screen, biochemical, fluorescence polarization, HTS; inhibition, % at 5.96 µM; 340,000 compounds, 0.5% hits; Q92743; recombinant HTRA1, FP-rhodamine activity-based probe; in the data active means inhibition above about 36%;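 further: 0% = enzyme with DMSO and 100% = wells lacking enzyme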
TCR-CD3 inh: inhibitors of human TCR-CD3 interaction, primary screen, biochemical, fluorescence, TAMRA-labeled TCR probe; 360,000 compounds, 0.37% hits; inhibition, % at 9.4 µM; AID 651800, 2012; in the data active means inhibition above about 19%;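 further: recombinant mutant TCR 2C K166C tagged with TAMRA read by polarization; 0% = receptor in buffer alone and 100% = receptor with positive control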
PRMT1 FP inh: PRMT1 methyltransferase inhibitors, primary screen, biochemical, fluorescence polarization. recombinant PRMT1, activity-based probe fluorescence polarization. inhibition, % at 2.79 µM. 370,000 compounds, 1.3% hits. AID 652257, 2013;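 active means inhibition above about 21% made by adding two undisclosed values, limit read from the data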
Target sequence (Q99873 whole entry, looked up): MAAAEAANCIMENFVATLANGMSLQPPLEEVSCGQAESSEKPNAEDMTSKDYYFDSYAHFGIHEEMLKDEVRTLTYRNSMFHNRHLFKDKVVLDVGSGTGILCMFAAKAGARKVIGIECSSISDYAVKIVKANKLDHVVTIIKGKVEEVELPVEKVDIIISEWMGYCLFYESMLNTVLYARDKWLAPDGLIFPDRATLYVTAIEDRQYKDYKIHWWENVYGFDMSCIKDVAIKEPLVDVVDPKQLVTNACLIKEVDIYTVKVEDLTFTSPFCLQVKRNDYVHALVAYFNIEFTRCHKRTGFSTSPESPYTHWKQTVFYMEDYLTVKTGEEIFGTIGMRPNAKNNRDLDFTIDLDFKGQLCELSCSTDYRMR
PG9 binder: binders of HIV-1 gp120 antibody PG9, primary screen, biochemical, TR-FRET | TR-FRET gp120-PG9 antibody binding | 360,000 compounds, 0.43% hits | HIV-1 gp120 / PG9 antibody interaction | inhibition, % at 6.7 µM; in the data active means inhibition above about 8.5%
TDP2 inh: human TDP2 enzyme inhibitors, primary screen, biochemical, epi absorbance, recombinant enzyme. AID 720702, 2013. inhibition, % at 12.8 µM. Tyrosyl-DNA phosphodiesterase 2 (Homo sapiens), O95551. 370,000 compounds, 0.34% hits. T5PNP hydrolysis, p-nitrophenol absorbance 415 nm;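 active means inhibition above the mean of all tested compounds plus 3 SD, set per campaign, cut at about 25% in these data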;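 further: 0% = DMSO with enzyme and 100% = buffer with substrate but no TDP2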
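System – recombinant human TDP2 · Quantity – TDP2 enzyme at 120 nM final · Doses – single concentration, 12.8 µM nominal, with 1% DMSO · Incubation – 2 h at 37 °C · Measured by – epi absorbance of p-nitrophenol freed from T5PNP by hydrolysis · Read-out – % inhibition relative to enzyme-containing and enzyme-free wells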
NR1D1 modulator: modulators of Rev-erb alpha DNA binding, primary screen, biochemical, FITC-DNA, fluorescence polarization, uHTS. Rev-erbα–FITC-DNA binding, 90 min. activity, % at 10 µM. 370,000 compounds, 0.79% hits;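 active means activity above about 14%, limit read from the data; passing the limit was not always enough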;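 further: 0% = DMSO wells with 35 nM protein and 100% = DMSO wells with 750 nM protein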
mABHD4 FP: ABHD4 inhibitors, primary screen, biochemical, fluorescence polarization, mouse | 370,000 compounds, 0.54% hits | (Lyso)-N-acylphosphatidylethanolamine lipase (Mus musculus), Q8VD66 | inhibition, % at 8.92 µM | purified mABHD4, FP-Rh probe fluorescence polarization;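 active means inhibition exceeding the mean over every tested compound plus 3 SD, cut at about 30% in these data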;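 further: 0% = plate median of compound wells and 100% = S159A mutant with DMSO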
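Doses – 8.92 µM, single dose · Material – wild-type mouse ABHD4 protein · Replication – single well per compound (singlicate) · Measure – percent inhibition of probe binding, normalized to plate controls · Schedule – 45 min compound pre-incubation plus 60 min probe step, 25 °C · Detection – fluorescence polarization with parallel and perpendicular emission, 525/598 nm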
LEDGF integ inh: blockers of LEDGF/p75-dependent integrase strand transfer – biochemical, TR-FRET, high throughput, primary screen; AID 743269, 2014; inhibition, % at 3.7 µM; 370,000 compounds, 0.64% hits; HIV-1 integrase (with human LEDGF/p75); TR-FRET IN-LEDGF/p75 DNA integration, Eu/Cy5;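 active means inhibition above the screen-wide mean plus 3 SD, cut at about 13% in these data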;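 further: signal is the Cy5 over europium emission ratio at 671 and 618 nm; 0% = plate median of compound wells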
SIAE primary: human SIAE inhibitors, primary screen, biochemical, fluorescence polarization, FP-Rh probe, 1536-well HTS | 370,000 compounds, 0.69% hits | SIAE FP-Rh probe binding | Sialate O-acetylesterase (Homo sapiens), Q9HAT2 | inhibition, % at 9.66 µM;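 active means inhibition above a cutoff: mean of compounds within the control limits plus 3 SD of those, cut at about 17% in these data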;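 further: 0% = plate median of compound wells and 100% = probe without SIAE protein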
Target sequence (Q9HAT2 whole entry, looked up): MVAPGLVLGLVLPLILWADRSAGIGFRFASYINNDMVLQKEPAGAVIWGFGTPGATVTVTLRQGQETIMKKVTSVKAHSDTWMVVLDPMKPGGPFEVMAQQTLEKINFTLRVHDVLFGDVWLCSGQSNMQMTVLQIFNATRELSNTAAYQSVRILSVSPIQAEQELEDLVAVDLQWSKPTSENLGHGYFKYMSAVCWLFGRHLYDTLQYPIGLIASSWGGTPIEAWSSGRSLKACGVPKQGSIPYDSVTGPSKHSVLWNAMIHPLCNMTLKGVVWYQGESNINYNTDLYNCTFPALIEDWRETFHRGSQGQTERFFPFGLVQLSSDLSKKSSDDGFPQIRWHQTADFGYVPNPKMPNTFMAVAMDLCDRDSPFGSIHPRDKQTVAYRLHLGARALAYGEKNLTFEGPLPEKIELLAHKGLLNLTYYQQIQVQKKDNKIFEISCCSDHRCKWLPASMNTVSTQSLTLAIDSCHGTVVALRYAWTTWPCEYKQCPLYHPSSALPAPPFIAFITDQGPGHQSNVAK
* = called active by the depositor; nt = not tested or not shown. Some of the compounds tested (hit frequency here may not be typical).

Order of values – rCAG binder	HTRA1 inh	TCR-CD3 inh	PRMT1 FP inh	PG9 binder	TDP2 inh	NR1D1 modulator	mABHD4 FP	LEDGF integ inh	SIAE primary
Nn1c(SCc2cccc(Br)c2)nnc1-c1cccnc1
 : -4	4	0	-10	0.3	-6	-1	-1	3	9
COc1ccc(NC(=O)CN(C)CC(=O)Nc2cccc(S(=O)(=O)N(C)c3ccccc3)c2)cc1
 : 8	-36	4	3	0.8	6	0	-7	1	-5
Cc1cc(NC(=O)c2c(F)cccc2Cl)no1
 : -1	4	-1	0	2.4	4	-3	0	-1	0
COc1cccc(C(=O)N2CCC[C@H]2C(=O)N2CCC[C@H]2C(=O)NCc2ccccn2)c1
 : 0	nt	-4	-6	-0.6	-11	0	-1	1	-2
Cc1csc2nc(CNS(=O)(=O)c3ccc4c(c3)OCCO4)cn12
 : 0	-4	6	0	-0.7	1	-5	5	1	-1
CC(C)c1ccc(NC(=O)CCNS(=O)(=O)c2cccc3nonc23)cc1
 : 8	-3	5	-4	0.7	-10	-2	-14	3	-6
Cc1cccc(C(=O)N2CCN(c3ccc(C(F)(F)F)cn3)CC2)c1C
 : -11	-8	5	-4	-0.3	-4	3	1	2	1
O=C1NC[C@H](c2ccccc2)N(CCc2cccc(F)c2)C1=O
 : 1	-7	-5	-3	1.2	8	1	1	-1	3
CCOc1ccc(-c2nc(C#N)c(NCC(C)C)o2)cc1
 : -2	-12	-3	-1	0.1	8	-6	-3	3	1
Cc1ccc(S(=O)(=O)NCCC(c2ccc(F)cc2)c2ccco2)cc1 (configuration not stated)
 : -2	-52	3	-2	-0.2	-14	2	-31	-1	-1
CCOC(=O)[C@]12CCCC=C1N(CCc1ccc(OC)c(OC)c1)C(=O)[C@H](CC(=O)NCCCN1CCCC1=O)C2
 : -2	nt	-5	0	0.1	13	-4	2	2	5
CC(C)(C)c1ccc(C(=O)NC(=S)Nn2cnnc2)cc1
 : 4	-2	6	-4	0.8	15	-2	-8	-2	0
CCOCCC(=O)Nc1nnc(CCc2ccccc2)s1
 : -6	4	2	-2	-1.3	-14	3	-2	0	-7
Cc1ccccc1S(=O)(=O)N1C[C@H]2[C@H]3C(=O)N(c4ccccc4)C(=O)[C@H]3CC(=O)[C@H]2[C@@H]1c1ccc(Cl)cc1
 : 24	nt	2	-2	0.9	5	-5	-4	-5	-5
CC(=O)Nc1cc(C(=O)N2CCCC2)ccc1Sc1ccc(Cl)cc1
 : -4	0	3	-3	-0.2	-2	4	1	-6	2
CN(CCC1CCOCC1)Cc1nc(Cc2ccccc2F)no1
 : -11	1	7	-1	-2.0	10	2	2	2	4
Cc1ccc2nc(NNC(=O)c3ccc4c(c3)OCCO4)sc2c1
 : 7	11	-7	8	-2.7	6	-2	14	2	6
COc1ccccc1OCCNC(=O)c1c(-c2ccccc2Cl)noc1C
 : -1	-4	-1	1	0.3	6	-4	1	-1	3
CN(C(=O)CSc1nc(N)nn1-c1ccccc1)c1ccccc1
 : 1	-4	-5	-5	1.0	-7	5	-5	3	-1
CCN(c1ccccc1)S(=O)(=O)c1ccc(Cl)c(C(=O)NCc2ccco2)c1
 : 6	0	-2	-1	1.2	5	-3	-2	1	0
COc1ccc(CN2CCNC(=O)C2CC(=O)NCCCn2cccn2)c(OC)c1 (configuration not stated)
 : 0	2	0	1	1.4	14	3	3	-6	5
Cc1ccc(C2C(C=Nc3c(C)n(C)n(-c4ccccc4)c3=O)=C(c3ccccc3)Oc3ccccc32)cc1 (configuration not stated)
 : 7	-15	0	2	0.4	-4	3	-9	-5	3
CC1=C([N+](=O)[O-])C(c2ccc(O)c(O)c2)NC(=O)N1 (configuration not stated)
 : -2	10	0	6	-0.6	4	0	9	-4	8
COc1ccccc1S(=O)(=O)N(C)C[C@H]1OCc2cnnn2CCCC(=O)N([C@H](C)CO)C[C@@H]1C
 : 4	6	6	-1	-2.0	4	-6	-4	4	3
C=CCOc1ccc(CNCCO)cc1OCC
 : 2	4	7	-3	-2.2	8	-1	2	1	1
N#Cc1cccc(NCC(=O)Nc2cccc(S(=O)(=O)N3CCCCC3)c2)c1
 : 1	-6	0	0	-3.7	-11	3	-1	2	4
Cc1ccc(-c2cc(-c3n[nH]c(=S)n3C)c3ccccc3n2)cc1
 : 19	-1	-2	18	2.0	1	-5	-27	-8	1
CC(=O)Nc1ccc(S(=O)(=O)N2CCN(c3nnnn3-c3ccccc3)CC2)cc1
 : -1	-5	-6	-6	-3.5	-5	-1	0	0	7
CCn1cc(CN2CCN(CCc3ccccc3)C(CCO)C2)c(C)n1 (configuration not stated)
 : -2	0	8	-3	1.1	5	1	2	-3	0
COc1ccccc1CC(=O)Nc1cccc2c1CCCC2
 : -3	6	7	-2	1.0	-5	5	-1	-2	-6

Arranged by length of the SMILES (smallest number first): 3 of the compounds above.
Order of values – rCAG binder	HTRA1 inh	TCR-CD3 inh	PRMT1 FP inh	PG9 binder	TDP2 inh	NR1D1 modulator	mABHD4 FP	LEDGF integ inh	SIAE primary
COc1ccccc1CC(=O)Nc1cccc2c1CCCC2
 : -3	6	7	-2	1.0	-5	5	-1	-2	-6
CCn1cc(CN2CCN(CCc3ccccc3)C(CCO)C2)c(C)n1 (configuration not stated)
 : -2	0	8	-3	1.1	5	1	2	-3	0
COc1ccc(NC(=O)CN(C)CC(=O)Nc2cccc(S(=O)(=O)N(C)c3ccccc3)c2)cc1
 : 8	-36	4	3	0.8	6	0	-7	1	-5

More structures follow.
Order of values – rCAG binder	HTRA1 inh	TCR-CD3 inh	PRMT1 FP inh	PG9 binder	TDP2 inh	NR1D1 modulator	mABHD4 FP	LEDGF integ inh	SIAE primary
Cc1oncc1C(=O)Nc1ccc2ccccc2c1
 : -2	-5	0	-6	-0.7	-1	-5	1	1	-4
CCc1nnc(NC(=O)C2CCN(S(=O)(=O)Cc3ccccc3)CC2)s1
 : -5	1	-5	3	0.4	-6	2	-13	4	-2
O=C(CSc1cccc2cccnc12)NCc1ccco1
 : 1	2	-4	-3	0.4	10	-6	0	0	3
CC(=O)Nc1ccc(NC2=C/C(=N/S(=O)(=O)c3cccs3)c3ccccc3C2=O)cc1
 : 10	nt	2	2	-8.6	77*	-1	34*	50*	13
CC1(C)CC[C@]2(C(=O)O)CC[C@]3(C)C(=CC[C@@H]4[C@@]5(C)CC[C@H](O[C@@H]6O[C@H](C(=O)O)[C@@H](O)[C@H](O[C@@H]7OC[C@H](O)[C@H](O)[C@H]7O)[C@H]6O)C(C)(C)[C@@H]5CC[C@]43C)[C@@H]2C1
 : 18	-1	-5	3	-0.6	4	-7	8	-1	-3
CCOc1ccccc1OCC(=O)Nc1ccc(S(=O)(=O)Nc2nc(C)cc(C)n2)cc1
 : 21	-3	10	6	1.0	-5	-8	-1	0	-2
CC(=O)OCc1cc(-c2nc3ccccc3[nH]c2=O)nn1-c1ccc(Cl)cc1
 : -2	4	4	-3	-0.5	4	4	0	0	0
CCC1(C(=O)OC)NC(c2ccco2)C2C(=O)N(c3ccc(F)cc3)C(=O)C21 (configuration not stated)
 : 7	1	-2	7	0.7	-3	-1	3	-2	-1
Cc1cc(Nc2cccc(Cl)n2)n(-c2ccccc2)n1
 : 0	-5	1	0	-0.3	1	1	-4	-1	0
CCc1ccc(CNC(=O)C2CCCN(c3nn4c(=O)cc(C)nc4s3)C2)cc1 (configuration not stated)
 : 3	-2	3	-2	-0.6	-5	-1	1	0	-4
Cc1c(C(=O)NC(=S)Nc2ccc(NC(=O)c3cccs3)cc2)cccc1[N+](=O)[O-]
 : 8	-46	4	-1	0.9	-3	-4	-46	8	9
Cn1c(=O)c2c(nc(N3CCCCC3)n2CC(O)COc2ccccc2)n(C)c1=O (configuration not stated)
 : -6	-2	-4	-6	-0.2	-5	1	-6	2	-1
COC(=O)C1=NN(C(=O)c2ccccc2)C(O)(c2ccc([N+](=O)[O-])cc2)C1 (configuration not stated)
 : 3	30	-3	6	-2.2	-9	8	21	-3	-2

Limited to HTRA1 inh and TCR-CD3 inh (4 entries from above):
molecule | HTRA1 inh | TCR-CD3 inh
COC(=O)C1=NN(C(=O)c2ccccc2)C(O)(c2ccc([N+](=O)[O-])cc2)C1 (configuration not stated) | 30 | -3
CCOc1ccccc1OCC(=O)Nc1ccc(S(=O)(=O)Nc2nc(C)cc(C)n2)cc1 | -3 | 10
CCc1nnc(NC(=O)C2CCN(S(=O)(=O)Cc3ccccc3)CC2)s1 | 1 | -5
CC(=O)OCc1cc(-c2nc3ccccc3[nH]c2=O)nn1-c1ccc(Cl)cc1 | 4 | 4

Screening results deposited in PubChem by several laboratories.
